PLCg1 inh – PLC-gamma1 enzyme inhibitors, primary screen, biochemical, fluorescence, purified enzyme; fluorogenic substrate; actives 0.84% (n = 370,000); inhibition, % at 12.2 µM; AID 720700, 2013; 1-phosphatidylinositol 4,5-bisphosphate phosphodiesterase gamma-1 (Homo sapiens), P19174; in the data active means inhibition above about 9.5%
GAA850 FXN act – FXN promoter activators, primary screen, cell-based, luciferase luminescence, HEK293 lucGAA850; HEK293 lucGAA850 FXN promoter luciferase reporter, 24 h; percent of 10 µM SAHA response; activation, % at 6 µM; actives 0.56% (n = 360,000); AID 540364, 2011;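 active means activation above the average of all compounds screened plus 3 SD, cutoff fixed separately per campaign, cut at about 7.5% in these data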;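 further: 0% = DMSO wells and 100% = 10 µM SAHA wells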
hgDAF-12 ag – H. glycines DAF-12 receptor agonists, primary screen, cell-based, luminescence, HEK293, GAL4 fusion, UAS-luciferase; actives 1.8% (n = 370,000); activation, % at 6.8 µM; HEK293 GAL4-hgDAF12 UAS-luciferase reporter, agonist luminescence; normalized to butyrate control; Nuclear hormone receptor DAF-12 (Heterodera glycines), GAL4 fusion;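 active means activation above a cutoff set at the mean of all screened compounds plus 3 SD, cut at about 10% in these data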;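 further: 0% = DMSO wells and 100% = sodium butyrate wells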
HGIII-sPLA2 inh – human group III sPLA2 inhibitors, primary screen, biochemical, QFRET, BODIPY PC-A2 liposome substrate; Group 3 secretory phospholipase A2 (Homo sapiens), Q9NZ20; QFRET BODIPY PC-A2 liposome hydrolysis, fluorescence; inhibition, % at 12.2 µM; actives 0.56% (n = 370,000); AID 743126, 2013;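 active means inhibition above mean plus 3 SD of compounds lying within the high and low control bounds, cut at about 19% in these data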;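 further: 0% = median of test compound wells and 100% = no enzyme DMSO wells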
PLC-beta3 inh – human PLC-beta3 inhibitors, primary screen, biochemical, fluorescence; AID 720704, 2013; actives 0.18% (n = 370,000); inhibition, % at 12.2 µM; Purified PLC-beta3, fluorogenic substrate; 1-phosphatidylinositol 4,5-bisphosphate phosphodiesterase beta-3 (Homo sapiens), Q01970; in the data active means inhibition above about 11%;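 further: 0% = median of compound wells on plate and 100% = full blocker control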
hcDAF12 agonist – H. contortus DAF-12 nuclear receptor activators, primary screen, cell-based, luminescence, HEK293, lit1-tk-luc reporter. HEK293 hcDAF-12 lit1-tk-luc reporter; 0% DMSO, 100% Δ7-dafachronic acid. activation, % at 6.8 µM. actives 1.4% (n = 370,000). AID 652067, 2013;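 active means activation above the mean of all tested compounds plus 3 SD, cut at about 5.5% in these data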;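 further: 100% = response to 3 µM Δ7-dafachronic acid high control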
ADAM17 inh – ADAM17 inhibitors, primary screen, biochemical, QFRET; Disintegrin and metalloproteinase domain-containing protein 17 (Homo sapiens), P78536; recombinant ADAM17, EDANS/DABCYL FRET peptide cleavage; inhibition, % at 6.95 µM; actives 0.83% (n = 370,000); AID 720648, 2013;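 active means inhibition above the mean of compounds lying between control limits plus 3 SD, set per campaign, cut at about 8.5% in these data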;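 further: 0% = DMSO-only wells as the low control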
DAX1 inh-1 – DAX1 (NR0B1) inhibitors, primary screen, cell-based, HEK293, Gal4-DAX1, luciferase luminescence; Nuclear receptor subfamily 0 group B member 1 (Homo sapiens), P51843; actives 0.99% (n = 340,000); inhibition, % at 6.75 µM; HEK293 Gal4-DAX1 luciferase reporter; AID 504766, 2011;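 active means inhibition above the mean over all tested compounds plus 3 SD, cut at about 4.2% in these data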;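 further: 0% = DAX1-transfected cells with DMSO and 100% = empty-vector control cells with DMSO; inhibition shows as a rise in luminescence from relieved DAX1 repression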
Target sequence (P51843 207-470 limits assumed): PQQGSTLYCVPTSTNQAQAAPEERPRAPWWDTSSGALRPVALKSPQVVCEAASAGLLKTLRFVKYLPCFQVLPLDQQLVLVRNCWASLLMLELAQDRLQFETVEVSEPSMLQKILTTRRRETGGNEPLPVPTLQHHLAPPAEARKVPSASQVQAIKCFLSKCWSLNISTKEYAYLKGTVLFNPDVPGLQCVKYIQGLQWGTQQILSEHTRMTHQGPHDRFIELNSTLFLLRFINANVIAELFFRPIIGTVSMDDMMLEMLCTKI
DAX1 inh-2 – DAX1 (NR0B1) inhibitors on StAR promoter, primary screen, cell-based, luminescence, SF-1 (NR5A1), full-length DAX-1; actives 1.1% (n = 370,000); AID 652010, 2013; HEK293T StAR-luciferase reporter, SF-1/DAX-1 repression relief; inhibition, % at 6.8 µM;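 active means inhibition above the mean over all tested compounds plus 3 SD, cut at about 3.6% in these data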;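 further: 0% = DAX-1 cells with DMSO and 100% = cells lacking DAX-1 with DMSO; higher inhibition means more luminescence from relief of DAX-1 repression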
ssDAF12 agonist – S. stercoralis DAF-12 nuclear receptor activators, primary screen, cell-based, luminescence, HEK293, GRIP1 co-expression, lit1-tk-luc | activation, % at 6.8 µM | HEK293 ssDAF-12/GRIP1 lit1-tk-luc reporter; % of 3 µM dafachronic acid response | actives 1% (n = 370,000);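 active means activation above the mean over all tested compounds plus 3 SD, cut at about 0.9% in these data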;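 further: 0% = DMSO-only wells and 100% = 3 µM delta7-dafachronic acid wells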
ADAM10 inh – human ADAM10 inhibitors, primary screen, biochemical, QFRET, HTS | actives 0.62% (n = 370,000) | recombinant ADAM10, EDANS/DABCYL FRET peptide cleavage, 3 h | Disintegrin and metalloproteinase domain-containing protein 10 (Homo sapiens), O14672 | inhibition, % at 7 µM;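 active means inhibition above a per-campaign cutoff equal to the mean of compounds falling between control-based bounds plus 3 SD, cut at about 20% in these data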;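 further: 0% = DMSO wells while the 100% control is not disclosed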
Target sequence (O14672 214-748 limits assumed): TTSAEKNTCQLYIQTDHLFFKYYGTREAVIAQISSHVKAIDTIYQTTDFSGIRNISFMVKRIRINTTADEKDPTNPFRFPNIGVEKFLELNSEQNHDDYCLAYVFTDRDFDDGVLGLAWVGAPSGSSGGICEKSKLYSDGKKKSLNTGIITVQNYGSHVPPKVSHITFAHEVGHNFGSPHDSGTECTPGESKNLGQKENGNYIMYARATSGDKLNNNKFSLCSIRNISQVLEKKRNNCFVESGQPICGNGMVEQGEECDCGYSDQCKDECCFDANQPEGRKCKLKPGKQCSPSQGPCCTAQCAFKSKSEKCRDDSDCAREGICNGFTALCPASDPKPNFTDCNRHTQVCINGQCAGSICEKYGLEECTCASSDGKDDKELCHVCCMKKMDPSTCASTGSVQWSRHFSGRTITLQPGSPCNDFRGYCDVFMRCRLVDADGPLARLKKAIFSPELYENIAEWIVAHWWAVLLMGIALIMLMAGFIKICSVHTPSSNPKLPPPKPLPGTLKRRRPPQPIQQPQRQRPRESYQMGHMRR
* = called active by the depositor; i = inactive.

SMILES	PLCg1 inh	GAA850 FXN act	hgDAF-12 ag	HGIII-sPLA2 inh	PLC-beta3 inh	hcDAF12 agonist	ADAM17 inh	DAX1 inh-1	DAX1 inh-2	ssDAF12 agonist	ADAM10 inh
CCc1ccccc1Nc1nc2ccccc2n1C(C)C	1	1.1	1.2	3	1	-0.5	2	0.4	-0.1	-0.9	5
COc1ccc(CNC(=O)OCCN2CCN(S(=O)(=O)c3ccc(C)cc3)CCC2=O)cc1	0	1.7	0.3	3	-1	-1.6	-4	1.0	-0.1	-1.3	1
c1ccc(-c2n[nH]c(-c3ccccn3)n2)cc1	2	4.0	6.7	-9	1	3.4	-2	0.7	2.4	-0.1	4
CC(C)(C)c1ccc(C(=O)Nc2ccc(NC(=O)c3ccco3)cc2)cc1	-1	2.0	-1.9	0	-1	-2.5	-11	0.1	-0.8	-2.0	-21
Cc1nc(C)c(C(=O)NNS(=O)(=O)c2ccc([N+](=O)[O-])cc2)s1	0	1.2	-0.5	3	0	-1.5	-3	1.2	-0.4	-1.3	-3
O=C(N/N=C/C(Br)=C/c1ccccc1)c1cccs1	0	6.3	24*	-8	-4	2.8	2	4.5*	2.6	0.9	9
O=C(O)C1=C[C@H](c2ccc(F)cc2)C[C@H](OCCCCO)O1	-2	-0.5	2.0	3	-3	-0.6	-8	-0.2	0.5	-0.9	-4
CCOC(=O)C1=C(CN2CCCCCC2)NC(=O)NC1c1ccc2c(c1)OCO2 (centres undefined)	5	-1.0	-0.2	8	-1	-1.3	4	-1.4	1.2	-1.0	11
O=S(=O)(c1ccc(F)c(F)c1F)N1CCN(c2ncnc3sccc23)CC1	-2	-5.5	-3.3	-6	0	-3.8	-1	-3.8	-6.5	-1.5	1
CC(=O)Oc1ccc2ccc(=O)oc2c1	i	-1.8	3.6	1	i	-0.7	i	-0.7	-0.4	-1.1	i
COc1ccc(/C=N/S(=O)(=O)CCc2ccccc2)c(OC)c1	-1	-1.9	-1.4	11	-2	-0.8	-7	-1.1	0.3	-1.8	-9
Cc1cc(C)c(NC(=O)CN2C(=O)NC(CCc3ccccc3)C2=O)c(C)c1 (centres undefined)	-1	-2.1	-4.0	-3	-2	-2.3	-3	-0.7	-0.2	-1.7	-8
COCC1CCN(C(=O)C2CCN(c3nc(-c4ccccc4)nc4c3CCC4)CC2)C1 (centres undefined)	-2	1.0	-2.1	-4	-11	1.5	-1	0.4	-2.9	-1.8	-3
O=C(NCc1ccc(Cl)cc1)c1ccc(CS(=O)Cc2cccc(Cl)c2)o1 (centres undefined)	-2	-0.6	-2.9	-5	-8	-1.1	-3	0.0	-0.1	-1.4	-4
O=C1/C(=C\c2ccc(O)c(O)c2)C(c2ccccc2)=NN1c1ccccc1	-5	1.9	-1.7	3	-16	-0.3	-2	1.1	-0.4	-1.8	-10
CCN(CC)CCNC(=O)c1cn(CC)c2cc(N3CCN(C)CC3)c(F)cc2c1=O	-23	3.2	3.1	0	-28	1.4	-30	-0.1	0.2	-0.5	-87
O=C(N/N=C/c1ccccc1[N+](=O)[O-])c1ccncc1	-1	3.8	0.5	4	-5	1.4	2	0.9	0.2	-0.3	-1
Cc1ccc(NC(=O)NC2CCCc3ccccc32)cc1 (centres undefined)	1	-0.4	1.5	2	-4	-2.5	1	-1.3	-2.9	-1.4	2
CN(C)S(=O)(=O)N1CCN(c2ccc([N+](=O)[O-])c(N3CCCCC3)c2)CC1	8	-0.4	0.2	0	4	0.0	2	1.2	-0.6	-0.5	-1
Cc1cc(-c2nn(-c3ccccc3F)cc2CNCCc2cnccn2)c(C)s1	2	-0.6	-1.9	-3	0	-0.7	0	-0.1	-0.1	-1.7	9
OCCC1CN(Cc2cn[nH]c2C2CCCCC2)CCN1C1CCCCC1 (centres undefined)	1	3.6	1.8	-3	6	-0.1	-2	-0.1	-0.4	-0.1	-1
CN1C[C@@H]2[C@@H]3C(=O)N(C)C(=O)[C@@H]3[C@](C)(C1=O)N2C(=O)c1ccc(F)cc1	-1	-0.3	1.2	7	3	-1.8	-3	-0.2	0.6	-0.4	-3
Cc1c(C(=O)Nc2ccc3c(c2)OCO3)oc2ccccc12	-11	6.2	18*	3	-27	16*	5	1.5	2.5	2.8*	2
COc1cccc(NC(=O)N2CCCC2C(=O)NCc2ccccc2)c1 (centres undefined)	-3	1.8	0.1	0	-3	-1.7	-2	2.5	-0.6	-0.5	1

Two compounds from above, showing only DAX1 inh-1.
| Molecule | DAX1 inh-1 |
| --- | --- |
| COc1ccc(CNC(=O)OCCN2CCN(S(=O)(=O)c3ccc(C)cc3)CCC2=O)cc1 | 1.0 |
| c1ccc(-c2n[nH]c(-c3ccccn3)n2)cc1 | 0.7 |

Additional records
SMILES	PLCg1 inh	GAA850 FXN act	hgDAF-12 ag	HGIII-sPLA2 inh	PLC-beta3 inh	hcDAF12 agonist	ADAM17 inh	DAX1 inh-1	DAX1 inh-2	ssDAF12 agonist	ADAM10 inh
CCC(C(=O)Nc1ccc(S(=O)(=O)Nc2ncccn2)cc1)c1ccccc1 (centres undefined)	0	-0.9	0.4	-7	3	-0.8	-1	-1.1	0.6	-0.5	4
COc1ccc(Cl)cc1C(=O)Nc1ccccc1N1CCN(C(=O)C(C)C)CC1	-13	-2.2	-3.1	-12	-15	0.7	-1	0.9	-1.2	-1.3	-57
O=C1c2ccccc2NC(c2ccccc2O)N1O (centres undefined)	-12	0.5	2.5	-3	-15	1.4	-5	0.3	0.1	-1.1	-13
CN(C)C(=S)SCCn1c(N)nc(N(C)C)nc1=O	3	0.8	-0.5	-3	-4	2.2	-1	1.3	-0.5	0.6	3
Cn1nnc2cc(NC(=O)Nc3cccc(Cl)c3)ccc21	-12	0.3	6.6	-2	-16	0.2	-7	0.4	0.5	-0.6	-14
Cc1ccc(S(=O)(=O)N(C)C)cc1NC(=O)COC(=O)CCC1CCCCC1	-1	1.9	0.6	-9	-7	0.4	-2	0.2	-0.3	-0.4	-9
CCOC(=O)c1c(N/N=C/c2ccncc2)n[nH]c1C	4	3.0	3.4	-2	3	-0.7	3	0.7	1.1	-0.8	6
O=C(N/N=C/c1cc([N+](=O)[O-])ccc1N1CCNCC1)c1ccc([N+](=O)[O-])cc1	4	-2.6	0.5	0	3	-0.7	0	-1.4	-0.1	-0.9	0
Cc1ccc(CNC(=O)C2CCN(S(=O)(=O)c3c(C)noc3C)CC2)cc1	0	-1.0	-0.4	-4	-4	-0.5	-7	1.5	-0.2	-1.1	-10
CCCS(=O)(=O)c1nc(S(=O)(=O)c2ccc(C)cc2)c(N2CCC(C)CC2)s1	-1	-1.8	0.5	-9	-3	-0.4	2	-0.1	-0.3	-0.2	9
COc1ccc(N2C(=O)CC(c3ccc([N+](=O)[O-])cc3)C2=O)cc1 (centres undefined)	-4	-0.2	-2.0	8	-3	-0.1	-5	0.5	-0.1	-1.0	5
O=C(NC12CC3CC(CC(C3)C1)C2)c1ccc(-c2ccc(Br)cc2)o1	3	4.8	-3.7	18	-1	-0.7	-2	0.9	-0.6	-1.8	-14
O=C(Cn1cccn1)N1CCCC(N2CCN(c3ccccc3F)CC2)C1 (centres undefined)	0	-0.1	1.7	2	-2	1.9	-3	-0.1	0.3	-0.5	4
CC(=O)Nc1cccc(NC(=O)COc2nncc3ccccc23)c1	8	1.3	-2.6	17	-2	-0.8	-4	0.4	-0.6	-1.3	-3
O=S(=O)(NCCN1CCOCC1)c1ccc(Cl)s1	0	-0.6	1.1	0	2	1.0	1	-0.6	0.3	-1.0	1
CCNc1nc(NCC)n2c(SCC(=O)Nc3ccc(Br)cc3F)nnc2n1	3	-0.8	-1.5	4	0	-2.2	-4	0.5	-0.9	-1.2	-1
COC(=O)c1ccc(C2NC(=S)N(c3ccccc3)C(C)=C2C(=O)Nc2ccccc2OC)cc1 (centres undefined)	1	0.4	-2.4	0	2	-1.9	-1	-0.8	-0.7	-1.6	6
O=C(CCC1CCCN(C(=O)C2CCCC2)C1)NCc1ccc(F)c(F)c1 (centres undefined)	0	-5.0	0.1	0	2	-1.0	-12	0.9	-0.2	-1.2	0
N#CCSc1nnc2ccc3ccccc3n12	-2	3.2	-2.5	-5	2	-0.8	1	0.5	-0.3	-1.2	1
S=C(c1cn(CCOc2ccccc2)c2ccccc12)N1CCCC1	-3	-0.7	-0.8	-10	1	-1.9	1	-1.1	-1.9	-1.6	0
Cc1c(NC(=O)CN2CCC(C(N)=O)CC2)cccc1[N+](=O)[O-]	2	-0.6	1.2	-11	1	-1.1	-1	1.7	-0.7	-1.4	-2
O=C(Nc1ccc(S(=O)(=O)Nc2cnc3ccccc3n2)cc1)c1ccc(F)cc1	2	0.4	0.1	-10	-14	-0.7	-3	0.6	-0.4	-0.3	-16
O=C(Nc1nnc(C2=COCCO2)o1)c1ccc(Cl)cc1	0	1.5	0.5	-1	1	-0.9	3	-1.0	-0.1	-1.0	4
COCCNC(=O)c1onc(CSc2ccc(C)c(C)c2)c1C(=O)O	-3	-2.2	0.2	-4	-3	0.6	-3	0.6	0.3	-0.7	8
CCCCCCNc1c([N+](=O)[O-])c(=O)sc2ccccc12	-1	1.4	2.1	-9	-4	4.1	-1	-0.2	-1.3	-1.4	4
COc1ccc(C(=O)Oc2ccc(=O)n(-c3ccccc3)n2)cc1	2	0.8	1.9	-1	2	0.5	0	1.7	-0.2	-1.1	3
COc1ccc(CNC(=O)CCC(=O)N2CCN(S(=O)(=O)c3cc([N+](=O)[O-])ccc3C)CC2)cc1	6	0.8	-0.2	4	-5	-2.1	-3	1.6	1.2	-0.9	-15
Cc1nn(-c2ccccc2)c(Cl)c1C(=O)NCCCCNC(=O)c1c(C)nn(-c2ccccc2)c1Cl	12*	-0.5	1.2	-15	14*	-0.5	5	-0.4	-0.4	-1.0	11
O=C(NCC1CCN(Cc2ccc(Cl)cc2)CC1)C1CCCN(c2ncnc3c2nc2n3CCCCC2)C1 (centres undefined)	11*	-2.8	-9.3	-30	-7	-2.5	2	-1.9	-0.9	-1.8	3

Assay outcomes: PubChem, The Scripps Research Institute Molecular Screening Center
